TcdB inh: TcdB glycohydrolase inhibitors, primary screen, biochemical, single point, plate reader; inhibition, % at 9.99 µM; AID 652162, 2013; TcdB glycohydrolase enzymatic assay; Toxin B (Clostridioides difficile), P18177; 350,000 tested, 0.24% active; in the data active = inhibition above about 10%
Target sequence (P18177 whole entry, looked up): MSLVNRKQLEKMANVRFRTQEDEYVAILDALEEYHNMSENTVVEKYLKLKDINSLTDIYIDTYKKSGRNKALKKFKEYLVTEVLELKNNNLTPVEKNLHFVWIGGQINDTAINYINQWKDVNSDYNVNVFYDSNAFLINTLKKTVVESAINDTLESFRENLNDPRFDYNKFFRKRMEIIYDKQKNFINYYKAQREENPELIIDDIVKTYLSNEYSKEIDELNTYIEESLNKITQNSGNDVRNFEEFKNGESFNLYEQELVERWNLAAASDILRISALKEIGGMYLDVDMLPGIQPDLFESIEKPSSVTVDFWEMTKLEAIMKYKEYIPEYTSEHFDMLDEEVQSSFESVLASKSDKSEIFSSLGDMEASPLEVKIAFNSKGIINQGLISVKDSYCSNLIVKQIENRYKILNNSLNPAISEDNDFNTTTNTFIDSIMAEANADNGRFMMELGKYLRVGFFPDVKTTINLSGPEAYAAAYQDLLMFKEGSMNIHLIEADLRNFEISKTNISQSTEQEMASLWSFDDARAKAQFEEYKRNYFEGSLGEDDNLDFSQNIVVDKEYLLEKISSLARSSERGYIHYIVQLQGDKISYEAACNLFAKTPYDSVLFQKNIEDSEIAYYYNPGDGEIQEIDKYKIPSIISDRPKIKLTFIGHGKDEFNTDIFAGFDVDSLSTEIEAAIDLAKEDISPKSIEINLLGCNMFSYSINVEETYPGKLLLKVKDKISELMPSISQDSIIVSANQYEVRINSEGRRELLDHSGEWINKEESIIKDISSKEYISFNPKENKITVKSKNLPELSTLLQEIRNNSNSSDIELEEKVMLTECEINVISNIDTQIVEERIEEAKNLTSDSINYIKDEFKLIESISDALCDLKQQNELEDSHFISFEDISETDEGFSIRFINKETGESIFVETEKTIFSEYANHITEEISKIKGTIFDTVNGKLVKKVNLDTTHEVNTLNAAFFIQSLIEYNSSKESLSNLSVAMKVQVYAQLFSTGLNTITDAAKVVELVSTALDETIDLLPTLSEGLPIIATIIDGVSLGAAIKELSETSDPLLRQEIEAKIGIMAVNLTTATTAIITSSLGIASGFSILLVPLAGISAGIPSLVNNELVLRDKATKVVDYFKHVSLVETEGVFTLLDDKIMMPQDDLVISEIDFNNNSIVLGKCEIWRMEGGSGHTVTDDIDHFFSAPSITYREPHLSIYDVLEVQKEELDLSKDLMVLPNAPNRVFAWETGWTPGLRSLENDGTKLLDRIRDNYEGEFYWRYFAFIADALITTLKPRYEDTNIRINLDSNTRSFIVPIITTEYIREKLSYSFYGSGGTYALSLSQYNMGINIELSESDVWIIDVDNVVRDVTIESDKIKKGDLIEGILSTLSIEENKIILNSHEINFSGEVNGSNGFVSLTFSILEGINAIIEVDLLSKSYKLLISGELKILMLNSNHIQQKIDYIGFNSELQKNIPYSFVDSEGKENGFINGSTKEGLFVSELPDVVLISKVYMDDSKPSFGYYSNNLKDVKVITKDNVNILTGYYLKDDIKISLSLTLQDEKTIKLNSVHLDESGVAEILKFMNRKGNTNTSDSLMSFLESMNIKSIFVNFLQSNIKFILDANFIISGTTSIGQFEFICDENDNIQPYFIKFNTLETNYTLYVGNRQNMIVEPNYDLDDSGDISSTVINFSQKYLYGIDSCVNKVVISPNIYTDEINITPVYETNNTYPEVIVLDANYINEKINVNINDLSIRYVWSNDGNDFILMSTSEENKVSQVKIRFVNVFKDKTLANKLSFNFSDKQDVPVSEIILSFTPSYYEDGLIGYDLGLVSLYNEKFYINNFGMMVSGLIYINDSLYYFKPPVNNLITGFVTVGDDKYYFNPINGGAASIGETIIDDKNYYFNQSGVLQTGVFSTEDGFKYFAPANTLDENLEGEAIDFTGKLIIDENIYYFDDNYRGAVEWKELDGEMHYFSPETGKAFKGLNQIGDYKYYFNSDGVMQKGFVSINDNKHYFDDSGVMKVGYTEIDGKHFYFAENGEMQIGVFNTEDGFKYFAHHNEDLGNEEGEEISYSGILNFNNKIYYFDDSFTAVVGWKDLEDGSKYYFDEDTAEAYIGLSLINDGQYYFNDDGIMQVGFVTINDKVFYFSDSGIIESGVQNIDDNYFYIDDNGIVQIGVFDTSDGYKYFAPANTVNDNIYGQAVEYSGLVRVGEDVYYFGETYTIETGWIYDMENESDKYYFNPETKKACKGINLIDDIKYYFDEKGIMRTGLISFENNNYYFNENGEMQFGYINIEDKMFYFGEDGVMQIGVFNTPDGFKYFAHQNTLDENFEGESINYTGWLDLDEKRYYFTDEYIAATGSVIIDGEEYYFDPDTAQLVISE
* hit, by the source's call; & = joins results of further samples.

SMILES	TcdB inh
COc1ccc(CN(C)C[C@@H]2Oc3ccc(NS(=O)(=O)c4ccc(OC)cc4)cc3C(=O)N([C@H](C)CO)C[C@H]2C)cc1	-2.7
O=C(CC(F)(F)F)N1C[C@H]2[C@@H](c3ccccc31)[C@@H](CO)N2C(=O)Cc1cccnc1	-2.7
COc1ccc(NC(=O)N2CCCCN3[C@H](CO)[C@@H](c4ccc(C#Cc5ccccc5)cc4)[C@@H]3C2)cc1	0.3
COc1cccc(NC(=O)N2[C@@H]3CNC[C@H]2C3c2ccc(-c3cccnc3)cc2)c1 (stereo partly specified)	0.1&1.0
NC(=O)[C@H]1[C@@H]2C(=O)O[C@@H](c3ccccc3)[C@@H](c3ccccc3)N2[C@@H](c2ccc(OCCO)cc2)[C@]12C(=O)Nc1ccc(C#CC3(O)CCCCCC3)cc12	-1.9
O=C(C1CC1)N1CC(=O)N2[C@H](C1)[C@H](c1ccc(C#CC3CCCC3)cc1)[C@@H]2CO	-0.1
CO[C@H]1CN(C)C(=O)c2cc(NS(C)(=O)=O)ccc2OC[C@H](C)N(Cc2ccccc2)C[C@H]1C	-1.9
O=C(Nc1ccc(F)cc1)N[C@H]1C=C[C@@H](CC(=O)N2CCOCC2)O[C@H]1CO	-11
CC(C)c1cn(CC[C@H]2CC[C@@H](NC(=O)C3CCC3)[C@H](CO)O2)nn1	0.1
O=C(C[C@H]1C[C@@H]2c3cc(NC(=O)C4CCC4)ccc3O[C@@H]2[C@H](CO)O1)NCCc1ccccc1	0.7
CC(C)C#Cc1cnc2c(c1)C(=O)N([C@H](C)CO)C[C@H](C)[C@H](CN(C)C(=O)Cc1ccccn1)O2	-0.8
O=C(C[C@H]1CC[C@@H]2[C@H](COC[C@H](O)CN2Cc2ccccc2F)O1)N[C@@H]1CCN(Cc2ccccc2)C1	0.7
C[C@H]1CN([C@@H](C)CO)C(=O)c2cc(N(C)C)ccc2O[C@H]1CN(C)C(=O)NC1CCCCC1	-10
O=C(NCc1ccccc1)[C@H]1[C@H](CO)[C@H]2Cn3c(cccc3=O)[C@H]2N1C(=O)C1CC1	0.3
COc1ccc(S(=O)(=O)N[C@H]2CC[C@@H](CC(=O)NCCc3ccncc3)O[C@H]2CO)cc1	-0.2
COc1ccc(S(=O)(=O)N[C@H]2CC[C@H](CCn3cc(-c4cccc(F)c4)nn3)O[C@H]2CO)cc1	0.7
C[C@@H]1CN([C@H](C)CO)C(=O)c2cc(N(C)C)ccc2O[C@@H]1CN(C)C(=O)NC1CCCCC1	-11
Cc1nn(C)cc1NC(=O)C[C@H]1CC[C@H]2[C@H](COc3ccc(NC(=O)NC(C)C)cc3C(=O)N2C)O1	-0.9
C[C@H]1CCCCO[C@@H](CN(C)S(=O)(=O)c2cccs2)[C@@H](C)CN([C@@H](C)CO)C(=O)c2cc(NC(=O)C3CCCCC3)ccc2O1	-1.0
COCC(=O)N[C@H]1C=C[C@@H](CC(=O)NCc2ccccc2OC)O[C@H]1CO	-0.2
C[C@@H]1CN([C@@H](C)CO)C(=O)c2cccc(NS(=O)(=O)c3ccccc3)c2O[C@H]1CN(C)C(=O)Nc1ccc(F)cc1	3.7
Cc1noc(C)c1NC(=O)Nc1ccc2c(c1)C(=O)N([C@@H](C)CO)C[C@H](C)[C@H](CN(C)Cc1ccncc1)OCCCC[C@@H](C)O2	-0.4
CCC(=O)N[C@H]1CC[C@@H](CC(=O)OC)O[C@H]1CO	-0.5
COc1ccccc1CN1[C@H](CO)[C@H]2c3ccccc3N(C(=O)c3ccc(F)cc3)C[C@H]21	0.0
O=C(C[C@@H]1CC[C@H]2[C@@H](COC[C@H](O)CN2Cc2ccc(Cl)cc2)O1)NCc1ccccc1Cl	0.4
C[C@@H](NC(=O)C[C@@H]1C=C[C@H](NS(=O)(=O)c2cccc(F)c2)[C@@H](CO)O1)c1ccccc1	-12
CO[C@@H](CN(C)S(=O)(=O)c1ccc(C)cc1)[C@@H](C)CN(C(=O)Nc1ccccc1F)[C@H](C)CO	0.8
CCC(=O)N1[C@@H]2c3ccc(-c4ccccc4)c(=O)n3C[C@H]1[C@H](CO)[C@H]2C(=O)N1CCN(C)CC1	1.1
C[C@@H]1CN([C@H](C)CO)S(=O)(=O)c2ccc(-c3cncnc3)cc2O[C@@H]1CN(C)C(=O)C1CCCCC1	-1.9
Cc1noc(C)c1S(=O)(=O)Nc1ccc2c(c1)CC(=O)N([C@H](C)CO)C[C@@H](C)[C@H](CN(C)S(=O)(=O)c1cccs1)O2	-0.6
CO[C@@H]1CN(C)C(=O)c2ccc(NS(=O)(=O)c3cccc(C)c3)cc2OC[C@@H](C)N(C(=O)Cc2cccnc2)C[C@H]1C	-0.7
C[C@@H]1CN([C@H](C)CO)C(=O)c2cc(NC(=O)Nc3ccc(C(F)(F)F)cc3)ccc2O[C@@H]1CN(C)S(=O)(=O)c1ccccc1	1.0
C[C@@H]1CN([C@@H](C)CO)C(=O)c2cc(-c3ccccc3)cnc2O[C@H]1CN(C)Cc1ccccn1	0.6
CC(C)C#Cc1cnc2c(c1)C(=O)N([C@H](C)CO)C[C@H](C)[C@H](CN(C)C(=O)c1ccccc1)O2	-0.1
O=C(C1CCCC1)N1CCCCN2[C@@H](CO)[C@@H](c3ccc(C#CC4CC4)cc3)[C@@H]2C1	-0.5
C[C@H](CO)N1C[C@H](C)[C@@H](CN(C)C(=O)CN(C)C)Oc2ncc(-c3ccccc3F)cc2C1=O	0.3
CCC(=O)N1CC(=O)N2[C@H](CO)[C@@H](c3ccc(-c4ccc(C#N)cc4)cc3)[C@@H]2C1	0.1
CCOC(=O)[C@H]1[C@@H]2C(=O)N3CCC[C@H]3[C@H](O[Si](C(C)C)(C(C)C)C(C)C)[C@H]2C=C2CCN(S(=O)(=O)c3ccc(C)cc3)C[C@H]21	-3.5
C[C@H]1CN([C@@H](C)CO)C(=O)c2cc(C3=CCCCC3)cnc2O[C@H]1CN(C)Cc1cccnc1	0.1
CCC(=O)N1[C@@H](CO)[C@@H]2c3ccccc3N(C(=O)c3cnccn3)C[C@@H]21	0.6
CCCC#Cc1ccc2c(c1)O[C@H](CN(C)C(=O)c1ccncc1)[C@H](C)CN([C@@H](C)CO)S2(=O)=O	-0.2
COc1ccc(-c2ccc([C@H]3[C@@H](CO)N4CCCCN(CC5CCOCC5)C[C@@H]34)cc2)cc1	0.2
CO[C@H]1CN(C)C(=O)c2ccc(NC(C)=O)cc2OC[C@H](C)N(C(=O)Cc2ccccn2)C[C@@H]1C	0.9
CC(=O)N1[C@@H]2c3cccc(=O)n3C[C@H]1[C@H](CO)[C@H]2C(=O)N[C@@H](C)c1ccccc1	2.7
CCNC(=O)[C@@H]1[C@@H](CO)[C@@H]2Cn3c(ccc(-c4cccnc4)c3=O)[C@H]1N2Cc1ccccc1	0.7
C[C@@H]1CN([C@@H](C)CO)C(=O)Cc2cc(N(C)C)ccc2O[C@H]1CN(C)C(=O)Nc1cccc2ccccc12	-17
COc1ccc2c3c(n(C)c2c1)[C@@H](CO)N(CC1CC1)CC31CN(C(=O)c2ccc3c(c2)OCO3)C1	-0.2
COc1ccc(NC(=O)N[C@@H]2CC[C@H](CCn3cc(-c4ccccc4F)nn3)O[C@H]2CO)cc1	-0.5
CN(C)CC(=O)N1CCCCN2[C@H](CO)[C@H](c3ccc(-c4ccccc4)cc3)[C@H]2C1	-0.5
COc1ccc(S(=O)(=O)Nc2ccc3c(c2)C(=O)N([C@H](C)CO)C[C@@H](C)[C@H](CN(C)C(=O)Nc2ccccc2)O3)cc1	1.2
C[C@@H]1CN([C@H](C)CO)C(=O)c2cccc(NS(C)(=O)=O)c2O[C@H]1CN(C)C(=O)Nc1ccc2c(c1)OCO2	0.1
O=C(C[C@H]1C[C@H]2c3cc(NC(=O)CC4CC4)ccc3O[C@H]2[C@@H](CO)O1)NCCN1CCCCC1	0.2
C[C@H]1CN([C@@H](C)CO)C(=O)Cc2cc(NC(=O)C3CC3)ccc2O[C@@H]1CN(C)Cc1ccc(C(=O)Nc2ccccc2N)cc1	-2.0
CO[C@H]1CN(C)C(=O)c2cc(NC(=O)Cc3ccccc3)ccc2OC[C@@H](C)N(C)C[C@H]1C	0.3
C[C@@H]1CCCCO[C@H](CN(C)C(=O)Nc2ccc3c(c2)OCO3)[C@H](C)CN([C@H](C)CO)C(=O)c2cc(NS(=O)(=O)c3ccc(F)cc3)ccc2O1	0.4
CCCNC(=O)N1CC2(CCN(CC3CCCCC3)CC2)c2c([nH]c3cc(OC)ccc23)[C@@H]1CO	-0.7
C[C@@H]1CCCCO[C@H](CN(C)C(=O)NC2CCCCC2)[C@@H](C)CN([C@@H](C)CO)C(=O)c2cc(NC(=O)C3CCCCC3)ccc2O1	0.9
C[C@H](CO)N1C[C@H](C)[C@H](CN(C)C)Oc2ccc(NC(=O)C3CC3)cc2CC1=O	-2.6
Cc1noc(C)c1NC(=O)N(C)C[C@@H]1Oc2ccc(NC(=O)CCC(F)(F)F)cc2CC(=O)N([C@H](C)CO)C[C@@H]1C	-5.6
N#C[C@H]1[C@H](c2ccc(C#Cc3ccccc3F)cc2)[C@@H](CO)N1C(=O)C1CCCCC1	0.8
Carrying on.
SMILES	TcdB inh
C[C@@H]1CN([C@@H](C)CO)C(=O)Cc2cc(NC(=O)Cc3ccccc3)ccc2O[C@@H]1CN(C)Cc1ccc(Oc2ccccc2)cc1	0.6
O=C(C[C@@H]1CC[C@H]2[C@@H](COC[C@@H](O)CN2C(=O)c2ccccn2)O1)NC1CCC1	10*
COc1ccc(CN2[C@H](CO)[C@H]3c4ccccc4N(C(=O)CC(F)(F)F)C[C@H]32)cc1	-0.1
CO[C@H]1CN(C)C(=O)c2ccc(NC(C)=O)cc2OC[C@H](C)N(CC2CC2)C[C@H]1C	0.0
CC(=O)N1[C@@H]2c3ccc(-c4cccc(F)c4)c(=O)n3C[C@@H]2[C@@H](CO)[C@@H]1C(=O)NCC1CC1	-0.2
C[C@@H]1CN([C@H](C)CO)C(=O)Cc2cc(NC(=O)CCN3CCOCC3)ccc2O[C@@H]1CN(C)C	-1.7
CC(C)CC#Cc1ccc([C@H]2[C@H]3CN(S(=O)(=O)c4cccc(F)c4)CC(=O)N3[C@H]2CO)cc1	-0.7
COc1ccc2c3c([nH]c2c1)[C@@H](CO)N(C(=O)Nc1ccccc1F)CC31CCN(C(=O)C2CC2)CC1	0.6
C[C@H](CO)N1C[C@H](C)[C@H](CN(C)C(=O)Nc2ccccc2)OCc2ccccc2-c2c(n(C)c3ccccc23)C1=O	1.2
COc1ccc2c3c(n(C)c2c1)[C@@H](CO)N(C(=O)C1CCC1)CC31CCN(C(=O)CN(C)C)CC1	-1.0
COc1ccc(S(=O)(=O)N(C)C[C@H]2OCCCC[C@@H](C)Oc3ccc(NC(=O)C4CCCCC4)cc3C(=O)N([C@@H](C)CO)C[C@H]2C)cc1	-0.5
C[C@H]1CN([C@@H](C)CO)C(=O)c2cccc(NC(=O)NC3CCCCC3)c2O[C@@H]1CN(C)Cc1ccc(-c2ccccc2)cc1	1.7
Cc1cccc(-c2ccc([C@@H]3[C@H]4CN(S(=O)(=O)c5cccc(C)c5)CCCCN4[C@H]3CO)cc2)c1	0.6
CCS(=O)(=O)Nc1ccc2c(c1)C(=O)N(C)[C@@H]1CC[C@@H](CC(=O)NC3CCCCC3)O[C@H]1CO2	-0.6
CCCNC(=O)N1CC2(CCN(S(=O)(=O)c3ccccc3)CC2)c2c(n(C)c3cc(OC)ccc23)[C@H]1CO	-1.7
O=C(NCc1cccc(F)c1)[C@H]1[C@H](CO)[C@H]2Cn3c(ccc(-c4cccnc4)c3=O)[C@@H]1N2CC1CC1	0.3
O=C(N[C@H]1CC[C@H](CCNC(=O)C2CCOCC2)O[C@@H]1CO)c1ccccn1	0.3
C[C@@H]1CN([C@@H](C)CO)C(=O)Cc2cc(NC(=O)CCN3CCOCC3)ccc2O[C@H]1CN(C)C(=O)Nc1ccc(F)cc1	-0.1
C[C@H]1CN([C@@H](C)CO)C(=O)c2cc(NC(=O)Cn3cnnn3)ccc2O[C@H]1CN(C)S(=O)(=O)c1ccc(F)cc1	-0.7
CCCN(C)C[C@H]1Oc2cc(C#Cc3ccccc3)ccc2S(=O)(=O)N([C@H](C)CO)C[C@@H]1C	-1.4
C[C@@H]1CN([C@@H](C)CO)C(=O)c2cc(NC(=O)c3ccncc3)ccc2O[C@@H](C)CCCCO[C@@H]1CN(C)C(=O)c1ccccc1	0.0
O=C(Cc1ccccn1)N1CCCCN2[C@@H](CO)[C@H](c3ccc(-c4ccc(F)cc4)cc3)[C@@H]2C1	-1.4

12 neighbouring records from above:
SMILES	TcdB inh
COc1ccc2c3c([nH]c2c1)[C@@H](CO)N(C(=O)Nc1ccccc1F)CC31CCN(C(=O)C2CC2)CC1	0.6
C[C@H](CO)N1C[C@H](C)[C@H](CN(C)C(=O)Nc2ccccc2)OCc2ccccc2-c2c(n(C)c3ccccc23)C1=O	1.2
COc1ccc2c3c(n(C)c2c1)[C@@H](CO)N(C(=O)C1CCC1)CC31CCN(C(=O)CN(C)C)CC1	-1.0
COc1ccc(S(=O)(=O)N(C)C[C@H]2OCCCC[C@@H](C)Oc3ccc(NC(=O)C4CCCCC4)cc3C(=O)N([C@@H](C)CO)C[C@H]2C)cc1	-0.5
C[C@H]1CN([C@@H](C)CO)C(=O)c2cccc(NC(=O)NC3CCCCC3)c2O[C@@H]1CN(C)Cc1ccc(-c2ccccc2)cc1	1.7
Cc1cccc(-c2ccc([C@@H]3[C@H]4CN(S(=O)(=O)c5cccc(C)c5)CCCCN4[C@H]3CO)cc2)c1	0.6
CCS(=O)(=O)Nc1ccc2c(c1)C(=O)N(C)[C@@H]1CC[C@@H](CC(=O)NC3CCCCC3)O[C@H]1CO2	-0.6
CCCNC(=O)N1CC2(CCN(S(=O)(=O)c3ccccc3)CC2)c2c(n(C)c3cc(OC)ccc23)[C@H]1CO	-1.7
O=C(NCc1cccc(F)c1)[C@H]1[C@H](CO)[C@H]2Cn3c(ccc(-c4cccnc4)c3=O)[C@@H]1N2CC1CC1	0.3
O=C(N[C@H]1CC[C@H](CCNC(=O)C2CCOCC2)O[C@@H]1CO)c1ccccn1	0.3
C[C@@H]1CN([C@@H](C)CO)C(=O)Cc2cc(NC(=O)CCN3CCOCC3)ccc2O[C@H]1CN(C)C(=O)Nc1ccc(F)cc1	-0.1
C[C@H]1CN([C@@H](C)CO)C(=O)c2cc(NC(=O)Cn3cnnn3)ccc2O[C@H]1CN(C)S(=O)(=O)c1ccc(F)cc1	-0.7

Screening results from PubChem BioAssay.

A portion of the library (hit frequency here may not be typical).
